# High-throughput results as filed in PubChem.
# EBNA-1 inh – blocks EBNA-1 binding to DNA; EBNA-1 DNA binding, fluorescence polarization; inhibition, % at 14.8 µM; 0.34% of 300,000 active; AID 1950; in the data active = inhibition above about 28%
# Fh CTSL1 inh – counter-screen for PFM18AAP inhibitors: inhibitors of F. hepatica cathepsin L1 | inhibition, % at 5.96 µM | recombinant F. hepatica cathepsin L1, Z-Leu-Arg-MCA fluorescence | 0.49% of 300,000 active;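 active = inhibition above the mean of all tested compounds plus 3 SD, set per screening campaign, cut at about 17% in these data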;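 also: 0% = plate median of test compound wells and 100% = 1 µM Z-Phe-Ala-diazomethylketone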
# PP1 counter – counter-screen for PP5 inhibitors: inhibitors of human PP1-alpha | P62136 | purified PP1alpha, OMFP fluorescence | inhibition, % at 6.7 µM | 0.9% of 320,000 active | AID 2235;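 active = inhibition above the mean inhibition of all tested compounds plus 3 SD, computed separately for each screening campaign, cut at about 15% in these data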
# Target sequence (P62136 whole entry, looked up): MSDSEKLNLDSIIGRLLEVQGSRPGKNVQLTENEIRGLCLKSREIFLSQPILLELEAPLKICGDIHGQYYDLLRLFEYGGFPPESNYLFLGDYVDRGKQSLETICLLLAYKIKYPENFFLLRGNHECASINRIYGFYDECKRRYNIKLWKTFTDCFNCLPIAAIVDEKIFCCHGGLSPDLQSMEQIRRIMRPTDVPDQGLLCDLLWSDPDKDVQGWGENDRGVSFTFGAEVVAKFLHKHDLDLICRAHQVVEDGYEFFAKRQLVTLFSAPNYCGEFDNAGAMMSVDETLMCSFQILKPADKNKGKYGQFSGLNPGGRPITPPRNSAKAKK
# PREPL inhibitor – inhibitors of human prolyl oligopeptidase-like enzyme PREPL; recombinant PREPL, fluorescence polarization activity-based probe; Q4J6C6; 0.68% of 320,000 active; inhibition, % at 5.96 µM; in the data active = inhibition above about 43%;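 also: 0% = enzyme with DMSO and 100% = wells lacking enzyme; many of its hits are not listed in these tables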
# TPT1 inh – C. albicans TPT1 enzyme inhibition; recombinant caTPT1, FP RNA substrate dephosphorylation; inhibition, % at 5 µM; 0.81% of 300,000 active;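 active = inhibition above the mean of all tested compounds plus 3 SD, set per screening campaign, cut at about 24% in these data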;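 also: plate controls were DMSO alone for no effect and ferristatin control at 100 nM for full effect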
# PP5 inh – PP5 (human) phosphatase inhibition. inhibition, % at 6.7 µM. P53041. AID 1987. 0.18% of 320,000 active. purified PP5c, OMFP substrate fluorescence;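 active = inhibition above the campaign's mean inhibition across all tested compounds plus 3 SD, cut at about 9.5% in these data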;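 also: 0% = DMSO only and 100% = 100 µM cantharidin control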
# Target sequence (P53041 whole entry, looked up): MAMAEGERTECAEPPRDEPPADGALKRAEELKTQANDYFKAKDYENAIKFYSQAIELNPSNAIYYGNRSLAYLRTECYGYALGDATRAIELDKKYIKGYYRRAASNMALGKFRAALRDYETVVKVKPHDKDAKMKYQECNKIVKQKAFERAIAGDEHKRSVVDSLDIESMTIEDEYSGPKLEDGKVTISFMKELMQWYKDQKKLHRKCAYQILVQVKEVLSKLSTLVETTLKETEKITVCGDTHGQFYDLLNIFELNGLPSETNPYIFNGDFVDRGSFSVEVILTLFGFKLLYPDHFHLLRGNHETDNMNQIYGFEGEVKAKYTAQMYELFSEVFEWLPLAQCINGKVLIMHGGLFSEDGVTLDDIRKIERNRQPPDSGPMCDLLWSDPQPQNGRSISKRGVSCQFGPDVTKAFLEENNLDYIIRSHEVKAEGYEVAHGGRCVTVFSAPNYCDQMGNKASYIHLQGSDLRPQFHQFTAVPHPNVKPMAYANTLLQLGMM
# HCV core dimer – HCV core protein dimerization inhibition | 0.33% of 300,000 active | inhibition, % at 5 µM | TR-FRET GST/Flag-core106 dimerization, 1536-well;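 active = inhibition above the mean of all tested compounds plus 3 SD, set per screening campaign, cut at about 45% in these data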
#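 test system = GST/Flag-tagged HCV core106 proteins | probe or stimulus = Eu donor and XL665 acceptor anti-tag antibodies | times = compound-protein-antibody incubation 4 h at 22.5 °C | signal = TR-FRET, excitation 340 nm, emission 617 and 671 nm | measure = percent inhibition of core106 dimerization signal | controls = wells lacking GST-core106 and wells with excess unlabelled core106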
# Efflux pump mplx – inhibitors of Candida antifungal efflux pumps expressed in yeast. inhibition, % at 10 µM. 0.44% of 330,000 active. S. cerevisiae Candida pump triplex, Nile Red efflux;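 active = plate passing quality check with inhibition over a set limit, or well fluorescence over plate mean plus 4 SD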;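 also: Nile Red retained in pooled yeast measured as flow cytometry median fluorescence; 0% = buffer negative control and 100% = Enniatin B positive control; higher means more Nile Red kept so more efflux inhibition; some compounds called inactive have numbers as strong as hits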
# ZTA DNA inh – ZTA (EBV) inhibition in EBNA-1 counter-screen. ZTA-DNA binding, fluorescence polarization. inhibition, % at 11 µM. 0.15% of 320,000 active. AID 2234; in the data active = inhibition above about 33%
# Target sequence (P03206 whole entry, looked up): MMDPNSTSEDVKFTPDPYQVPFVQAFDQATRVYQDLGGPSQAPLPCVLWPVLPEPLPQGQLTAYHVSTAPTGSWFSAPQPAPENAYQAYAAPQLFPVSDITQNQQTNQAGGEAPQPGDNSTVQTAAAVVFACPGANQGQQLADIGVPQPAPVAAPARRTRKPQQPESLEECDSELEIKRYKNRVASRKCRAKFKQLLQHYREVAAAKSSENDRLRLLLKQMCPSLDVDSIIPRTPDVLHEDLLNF
# The depositor's hits bear a star; · = no result given. This is a subset. The share of hits here may be higher or lower than overall.
SMILES,EBNA-1 inh,Fh CTSL1 inh,PP1 counter,PREPL inhibitor,TPT1 inh,PP5 inh,HCV core dimer,Efflux pump mplx,ZTA DNA inh
O=C(CSc1nc2c(c(=O)n1-c1ccccc1)SCC2)NCC1CCCO1 (stereo not given),8,4,-1,14,2,2.1,-1,-0.2,-18
CCOC(=O)c1sc2ccc(S(=O)(=O)N3CC(C)CC(C)C3)cc2c1N (stereo not given),-1,0,1,0,-1,-0.8,15,-0.8,11
CCc1cc2c(NCc3ccccc3)nc(C)nc2s1,-16,1,-3,-9,-4,3.2,9,-0.2,-7
CCOC(=O)c1ccc2ncc(C(=O)OCC)c(NCCCN3CCOCC3)c2c1,17,2,1,9,-3,0.5,-3,0.2,5
COC(=O)C(C)NC(=O)C(C)NC(=O)OCc1ccccc1 (stereo not given),-4,3,-8,-3,1,-3.2,-7,0.0,7
Cc1ccc2c(c1)N(CCCC(=O)Nc1cccc(C(F)(F)F)c1)C(=O)CO2,-5,2,2,-4,5,6.1,1,-0.1,-1
CCCNC(=O)c1cccc(COCC(F)(F)F)c1,-10,1,-1,4,3,-0.8,-6,0.1,3
Cc1ccc(C)n1-n1c(C)nc2sc3c(c2c1=O)CCCCC3,5,7,-1,16,4,-3.2,-1,0.1,-8
O=C1CCC(c2ccccc2)(C2CCN(Cc3ccccc3)CC2)C(=O)N1 (stereo not given),12,1,-4,17,0,0.4,5,-0.2,11
COc1cc(C(=O)OC2CC3CCC2(C)C3(C)C)ccc1OC(C)=O (stereo not given),-1,-5,-1,-3,1,2.7,1,0.1,-4
Cc1ccc(S(=O)(=O)N2CCN(c3ccnc4cc(Cl)ccc34)CC2)cc1C,4,5,11,-3,-4,4.5,19,0.0,-10
CC(C)(C)OC(=O)N1CCC[C@H]1c1nnc(SCC(=O)Nc2cccc(Cl)c2)o1,4,0,-3,14,4,-0.9,0,-0.2,-9

# 7 compounds already listed, sorted by count of non-hydrogen atoms, smallest number first.
SMILES,EBNA-1 inh,Fh CTSL1 inh,PP1 counter,PREPL inhibitor,TPT1 inh,PP5 inh,HCV core dimer,Efflux pump mplx,ZTA DNA inh
CCCNC(=O)c1cccc(COCC(F)(F)F)c1,-10,1,-1,4,3,-0.8,-6,0.1,3
CCc1cc2c(NCc3ccccc3)nc(C)nc2s1,-16,1,-3,-9,-4,3.2,9,-0.2,-7
COC(=O)C(C)NC(=O)C(C)NC(=O)OCc1ccccc1 (stereo not given),-4,3,-8,-3,1,-3.2,-7,0.0,7
Cc1ccc(C)n1-n1c(C)nc2sc3c(c2c1=O)CCCCC3,5,7,-1,16,4,-3.2,-1,0.1,-8
CCOC(=O)c1sc2ccc(S(=O)(=O)N3CC(C)CC(C)C3)cc2c1N (stereo not given),-1,0,1,0,-1,-0.8,15,-0.8,11
Cc1ccc(S(=O)(=O)N2CCN(c3ccnc4cc(Cl)ccc34)CC2)cc1C,4,5,11,-3,-4,4.5,19,0.0,-10
CCOC(=O)c1ccc2ncc(C(=O)OCC)c(NCCCN3CCOCC3)c2c1,17,2,1,9,-3,0.5,-3,0.2,5

# Remaining list, next part:
SMILES,EBNA-1 inh,Fh CTSL1 inh,PP1 counter,PREPL inhibitor,TPT1 inh,PP5 inh,HCV core dimer,Efflux pump mplx,ZTA DNA inh
COc1ccc(N2CCN(C(=O)COC(=O)c3oc4ccc(OC)cc4c3C)CC2)cc1,3,-1,7,15,-1,2.5,9,-0.1,15
O=C(c1ccccc1F)N1CCN(S(=O)(=O)c2ccc3ccccc3c2)CC1,5,-2,0,10,-3,0.1,6,0.0,2
COc1ccc(-c2csc(Nc3ccc(S(N)(=O)=O)cc3)n2)cc1,-10,2,7,18,2,6.0,-6,0.1,2
COc1ccc(N(CC(=O)NC2CCCCC2)S(=O)(=O)c2c(C)[nH]c(=O)[nH]c2=O)cc1,0,-3,4,3,2,-0.1,2,-0.2,-3
C=CCOc1cccc(C2C(C(=O)c3ccco3)=C(O)C(=O)N2Cc2ccco2)c1 (stereo not given),0,4,14,-2,0,1.0,12,0.0,-4
COc1ccc(C2=NOC(CNC(=O)c3ccccc3Br)C2)c(OC)c1 (stereo not given),-3,-2,-2,1,-2,0.3,0,0.1,0
Cc1cc(/C=N/NC(=O)c2ccncc2)c(C)n1-c1ccccc1,-9,4,-3,12,3,1.9,-2,0.7,0
COc1ccc(-c2nc3c(n2O)CCC/C3=N\O)cc1,0,-1,-2,9,3,0.2,-5,0.0,4
Cc1nn(-c2ccccc2)c(C)c1/C=N/NC(=O)CSc1nnc(SCc2cccc3ccccc23)s1,18,-1,16*,-19,0,1.6,16,0.1,-5
CC(=O)c1cccc(N2C(=NC(=O)C3CC3)SC3CS(=O)(=O)CC32)c1 (stereo not given),-15,-1,2,-7,1,2.0,-2,0.1,-13
Cc1ccc(C(=O)C2=C(O)C(=O)N(Cc3ccco3)C2c2ccc(N(C)C)cc2)o1 (stereo not given),-4,3,14,16,2,0.0,-4,0.3,3
O=C(O)c1nn(CCSc2ccccc2F)c(=O)c2ccccc12,-3,-2,-2,-9,2,0.5,2,0.0,2
CC(=O)Nc1ccc(NC(=O)C(C)OC(=O)c2cc(S(=O)(=O)N(C)C)ccc2N2CCCC2)cc1 (stereo not given),-2,9,-2,-6,1,-0.4,-1,0.0,-9
Cc1c(CC(=O)N[C@@H](C)C(=O)O)c(=O)oc2cc3oc4c(c3cc12)CCCC4,-4,3,0,-1,-2,-0.1,0,-0.1,-3
CCc1nnc(NC(=O)C2Cc3ccccc3CN2S(=O)(=O)c2ccc(C)cc2)s1 (stereo not given),-10,-3,-2,-8,5,-3.1,41,0.4,17
Cc1nc(C(F)(F)F)nc(Nc2ccc(N=Nc3ccccc3)cc2)c1C#N,1,-1,-3,-1,0,3.2,3,0.1,-1
O=C(CSc1nnc(CNC(=O)c2ccc(F)cc2)o1)NCCc1ccccc1,0,7,0,-2,2,0.9,1,0.2,-1
CC(C)CC1NC(=S)N(C2CCCCC2)C1=O (stereo not given),-5,-1,2,9,-7,3.1,-4,0.0,-23
Nc1nonc1-n1nnc(C(=O)N/N=C/C2CCCCC2)c1-c1ccccc1,-3,-4,-1,10,-1,2.0,-6,-0.1,-8
Cc1cc(C(=O)CSc2nnc(Cc3ccccc3)o2)c(C)n1Cc1ccc2c(c1)OCO2,0,1,14,-10,-1,3.0,1,0.0,1
Nc1nc(NCC2CCCO2)nc(NCC2CCCO2)c1[N+](=O)[O-] (stereo not given),-5,3,-2,-2,1,-1.4,-1,0.1,-8
Cc1ccc(S(=O)(=O)NCCC(=O)NC(C)CCc2ccccc2)cc1 (stereo not given),-1,-1,-1,-3,-3,0.5,0,0.0,8
COc1cccc(NC(=O)CCC2CCN(C(=O)c3cncs3)CC2)c1,-1,-5,-7,8,2,5.0,-15,0.0,2
Cc1ccc(NC(=O)COC(=O)CCc2ccc(S(=O)(=O)N3CCOCC3)cc2)c(C)c1,-12,-2,-4,10,1,-1.4,-1,0.0,8
O=C(COc1ccc(Cl)cc1[N+](=O)[O-])NC1CCCCC1,-9,-3,4,12,3,2.4,5,-0.1,-11
O=C(O)c1c[nH]c2c(C(F)(F)F)cccc2c1=O,-8,-2,-2,4,1,1.6,1,-0.3,-4
Cc1cc(NC(=O)c2cccs2)ncc1NC(=O)C(C)C,2,-2,0,-5,-2,-2.6,-11,0.0,-2
O=C(NCc1cccs1)C(=O)c1c[nH]c2ccccc12,-7,5,0,10,-4,1.9,-7,-0.1,-27
O=C(COC(=O)c1c2c(nc3ccccc13)CCCCC2)c1ccc(Cl)s1,5,4,0,0,-3,1.6,-3,0.1,4
CC(C)(C)C(=O)Nc1cccc(C(=O)Nc2cc(C(=O)O)cc(C(=O)O)c2)c1,1,-2,-2,-4,-2,0.9,-2,1.9,0
c1ccc(COc2ccc(-c3csnn3)cc2)cc1,-9,1,-2,16,3,1.9,4,0.9,4
Cc1cc(O)c(C(C)C)cc1NC(=O)Nc1cccc2ccccc12,-19,-1,0,3,1,4.4,0,0.0,-15
O=C(NCc1ccccc1)Nc1cccn(Cc2cccc(F)c2)c1=O,4,2,-2,0,2,1.5,9,0.0,10
COc1ccc2[nH]c(=O)c(CN(CCO)S(=O)(=O)c3c(C)ccc4nsnc34)cc2c1,2,-2,55*,3,-1,2.2,-13,-0.1,-9
COc1ccc(NC(=O)C2CC(=O)N(C(C)C)C2)cc1 (stereo not given),13,4,0,-1,-3,-1.8,-3,0.0,3
O=c1c2ccccc2nc(-c2ccccc2)n1CCN1CCOCC1,4,-2,2,-4,-1,0.7,2,0.0,4
Cc1ccc(C23CC4CC(CC(C(=O)N(C)C)(C4)C2)C3)cc1,11,-1,0,-4,-4,-1.6,0,0.0,1
CCCN(C(=O)c1ccc(S(=O)(=O)N2CCCC2)cc1)C1CCS(=O)(=O)C1 (stereo not given),·,·,5,2,·,0.3,·,-0.1,3
COc1ccc2c(c1)CCc1c(C(=O)N3CCCc4ccccc43)noc1-2,0,3,1,-7,1,0.7,5,-0.1,-8
CCOc1ccc(C2C(C(=O)Nc3cc(C)on3)c3ccccc3C(=O)N2CCN2CCOCC2)cc1 (stereo not given),-9,4,-3,13,1,-2.3,0,0.1,2
CCN1C(=O)/C(=C/c2nc3ccccc3c(=O)n2-c2ccccc2)c2ccccc21,-8,1,-1,6,-3,1.1,7,0.0,-9
O=C(Nc1nc(-c2ccc(F)cc2)cs1)c1cccnc1,1,4,10,3,4,-0.3,2,0.1,-2
COc1ccc(NC(=O)CSCc2ccc(C)cc2)cc1,6,2,-3,-6,0,0.1,-2,0.1,-8
COc1ccc(OCC(=O)N2CCc3ccccc3C2)cc1,-3,-5,0,-20,1,2.8,-15,0.1,-1
COc1ccc(/C=C2/N=C(c3cccs3)OC2=O)cc1OC(C)C,12,0,5,-9,6,1.3,20,0.1,3
CC(Nc1nc(=S)nc(Nc2ccc(F)cc2)[nH]1)c1ccccc1 (stereo not given),-10,0,4,-1,2,3.4,14,0.2,8
O=C(O)c1ccc(Cl)c(S(=O)(=O)Nc2ccccc2N2CCOCC2)c1,3,-3,-2,6,-5,2.2,-1,-0.2,-12
CCc1ccccc1Nc1nc(N)nc(CSCC(=O)c2cc(C)n(C)c2C)n1,5,-1,1,8,2,0.5,2,0.0,-2
CCOc1ccccc1NC(=O)c1cc2ccccc2oc1=O,-6,-2,-1,7,-3,2.6,0,0.0,-15
Cc1ccc(NC(=O)c2ccc(F)cc2)nc1,2,2,1,-7,-3,-0.1,0,0.0,5
CCOc1ccc(S(=O)(=O)NCCC(=O)N2CCN(c3ccc(OC)cc3)CC2)cc1,-1,-1,2,-3,-1,-0.5,8,-0.2,2
CC1(c2ccc(OC(F)F)cc2)NC(=O)N(CC(=O)Nc2cccnc2Cl)C1=O (stereo not given),-5,9,-1,-22,0,-3.2,-2,0.0,-10
Cc1c(C(=O)NC(C)c2ccc(-n3ccnc3)cc2)cccc1[N+](=O)[O-] (stereo not given),5,-3,1,2,-2,3.2,-1,0.0,15
CC1=C(C(=O)NCc2ccccc2)C(c2cccnc2)n2ncnc2N1 (stereo not given),-5,-5,-3,2,0,0.9,-5,0.2,15
COc1ccc(N2C(=O)C3C4C=CC(C4)C3C2=O)c([N+](=O)[O-])c1 (stereo not given),3,-2,-1,13,-3,-2.5,-3,-0.1,-14
COc1ccccc1CC(=O)N1CCCC1,8,-2,-4,3,-1,-1.4,1,0.0,-8
O=C(Cn1nnc(-c2ccccc2)n1)NCc1ccc2c(c1)OCO2,10,-4,-9,-12,3,-3.3,7,0.4,-10
CN(C)S(=O)(=O)N1CCN(C(=O)c2ccccc2Cl)CC1,-1,0,0,-3,0,0.8,-1,0.0,-8
CC1=C(C(=O)OC2CCCCC2)C(c2ccco2)n2ncnc2N1 (stereo not given),3,1,4,3,1,2.2,-6,-0.1,4
